miR-122 sensor = inhibitors of miR-122 in Huh7 cells; Huh7 miR-122 Renilla luciferase sensor, 48 h; neutral wells = 0, positive control = 100; activation (reporter increase), % at 12.5 µM; 340,000 compounds, 0.3% hits; AID 602342;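 active means mean replicate activation score at least 90 and every replicate individually at or above 90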;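 further: higher luciferase means less miR-122 activity so hits act as miR-122 inhibitors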
RAD52 inh = inhibitors of human RAD52 DNA annealing | P43351 | recombinant RAD52 DNA annealing, FRET fluorescence | inhibition, % at 18.7 µM | 360,000 compounds, 0.46% hits;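 active means every replicate showing at least 50% inhibition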
Target sequence (P43351 whole entry, looked up): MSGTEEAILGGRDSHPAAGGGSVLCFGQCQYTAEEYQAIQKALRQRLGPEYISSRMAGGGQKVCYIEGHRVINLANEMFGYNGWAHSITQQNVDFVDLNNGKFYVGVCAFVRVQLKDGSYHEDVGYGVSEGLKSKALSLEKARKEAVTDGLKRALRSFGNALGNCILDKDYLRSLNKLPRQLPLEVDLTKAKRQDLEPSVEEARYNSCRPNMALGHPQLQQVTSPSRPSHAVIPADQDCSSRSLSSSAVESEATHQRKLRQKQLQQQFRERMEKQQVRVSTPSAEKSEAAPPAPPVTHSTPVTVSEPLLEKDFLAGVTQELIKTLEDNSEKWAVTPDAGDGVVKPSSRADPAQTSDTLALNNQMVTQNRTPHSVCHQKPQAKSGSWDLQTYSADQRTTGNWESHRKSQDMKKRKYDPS
E-selectin induc = induces E-selectin expression in human endothelial cells. AID 686992. HUVEC E-selectin immunofluorescence imaging; normalized: neutral wells 0, TNF-alpha wells 100. activation, % at 7.58 µM. P16581. 260,000 compounds, 0.37% hits;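 active means mean E-selectin-positive cell signal at least 10% of the positive control, reached in at least 60% of replicates, without over 20% cell loss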;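 further: in these data hits start at about 27%; measured in HUVEC primary endothelial cells; signal is the percent of cells scored E-selectin positive by PE staining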
Target sequence (P16581 whole entry, looked up): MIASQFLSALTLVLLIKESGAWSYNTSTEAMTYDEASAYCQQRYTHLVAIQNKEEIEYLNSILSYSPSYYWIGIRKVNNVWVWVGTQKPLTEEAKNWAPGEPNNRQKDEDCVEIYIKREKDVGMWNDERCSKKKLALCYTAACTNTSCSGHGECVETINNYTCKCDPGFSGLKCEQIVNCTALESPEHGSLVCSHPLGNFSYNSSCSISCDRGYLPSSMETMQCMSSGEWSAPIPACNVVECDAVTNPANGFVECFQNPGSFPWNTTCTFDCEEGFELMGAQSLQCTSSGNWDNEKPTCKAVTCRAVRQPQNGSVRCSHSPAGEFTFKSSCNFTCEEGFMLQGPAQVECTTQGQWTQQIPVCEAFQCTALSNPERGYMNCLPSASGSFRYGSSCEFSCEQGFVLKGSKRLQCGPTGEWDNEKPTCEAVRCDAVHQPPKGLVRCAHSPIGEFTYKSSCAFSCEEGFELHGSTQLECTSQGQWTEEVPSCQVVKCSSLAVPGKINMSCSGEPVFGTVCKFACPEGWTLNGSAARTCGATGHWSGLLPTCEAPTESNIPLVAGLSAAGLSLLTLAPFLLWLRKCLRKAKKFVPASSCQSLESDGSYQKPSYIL
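System: HUVEC / Compound: single concentration / Signal: immunofluorescence imaging / Read-out: percent E-selectin-positive cells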
PglD inh = PglD (C. jejuni) enzyme inhibition | purified PglD enzyme, DTNB colorimetric CoA detection | 360,000 compounds, 0.098% hits | AID 602405 | inhibition, % at 12.5 µM; in the data active means inhibition above about 16%, passing the limit was not always enough; further: strong numbers were not always called active
PGC1a acetyl inh = lowers PGC1a acetylation signal in U2OS cells. 350,000 compounds, 0.17% hits. inhibition, % at 15.6 µM. AlphaScreen anti-acetyl-lysine; with virally co-expressed GCN5 acetyltransferase;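 active means every replicate shows inhibition of at least 40%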;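 further: 0% = neutral control wells and 100% = positive control wells; some results beyond the cut were filed as inactive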
ERAP1 inh = inhibitors of human ERAP1 aminopeptidase. recombinant ERAP1, Leu-AMC fluorescence, 60 min. inhibition, % at 10.7 µM. Q9NZ08. AID 652197. 340,000 compounds, 0.15% hits;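 active means mean replicate inhibition of at least 30%, or all replicates individually reaching that 30% level; inactive means mean below 30% and not every replicate reaching it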;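 further: 0% = neutral control wells and 100% = L-leucinethiol positive control wells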
Cneo AK release = Cryptococcus neoformans lysis via adenylate kinase release; lysis activity, % at 15 µM; 360,000 compounds, 0.2% hits; C. neoformans lysis, adenylate kinase release luminescence, 4 h; normalised: neutral wells 0, clomiphene wells 100;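 active means mean lysis activity across replicates of at least 80%, whatever share of replicates individually reach that level; inactive means mean lysis activity below 80%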
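Test system: log-phase Cryptococcus neoformans yeast cells. Input: 5 × 10^6 yeast cells/mL. Medium: fresh YPD growth medium. Doses: single dose. Incubation: static 4 h at 37 °C with compound, 1 h detection. Measured by: luminescent adenylate kinase detection reagent. Read-out: signal increase indicating cell lysis. Benchmarks: Clomiphene.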
RAD54 inh = blocks human RAD54 Holliday junction branch migration. Q92698. FAM/BHQ fluorescence. inhibition, % at 10.4 µM. 360,000 compounds, 0.14% hits. AID 602329;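 active means mean normalized replicate activity at least 40 and at least half of replicates scoring 40 or more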;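 further: 0% = median of neutral control wells and 100% = median of positive control wells; inhibitors cause a drop in the FAM fluorescence signal; in these data hits start at about 50%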
Starred values were filed as active, the others as inactive; / = not tested or not shown; & = joins results of further samples; [ ] = remark or other dose.

SMILES | miR-122 sensor | RAD52 inh | E-selectin induc | PglD inh | PGC1a acetyl inh | ERAP1 inh | Cneo AK release | RAD54 inh
CCC(=O)N(Cc1ccccc1)c1ccccn1 | -5 | / | / | -2 | 3 | / | 0 | 9
O=C(NCCNC(=O)c1ccc(Cl)cc1Cl)c1ccco1 | / | -5 | 0.1 | 1 | / | -1 | -3 | -1
COc1cccc(C#Cc2ccc3c(c2)O[C@@H](CN(C)C)[C@H](C)CN([C@@H](C)CO)S3(=O)=O)c1 | 3[16.7 µM] | -76 | 0.4 | -3 | -22 | 3 | 61 | -7
N#CCC(=O)Nc1ccc(C(=O)OCC(=O)NNC(=O)c2ccc(Cl)cc2)cc1 | 0 | -69 | 0.8 | -5 | 5 | -2 | 1 | 2
On1c(-c2ccccc2)nc2ccc(Cl)cc21 | -2 | / | 0.9 | -1 | -10 | / | -2 | 6
CN(C)S(=O)(=O)c1cccc(COC(=O)C2=COCCO2)c1 | -2 | / | / | -2 | 0 | / | -2 | 0
C[C@H]1CCCCO[C@H](CN(C)S(=O)(=O)c2cccs2)[C@@H](C)CN([C@@H](C)CO)C(=O)c2cc(NC(=O)CCCN(C)C)ccc2O1 | -1[16.7 µM] | -2 | -0.2 | -1 | -2 | 2 | 1 | -3
CC(C)CNC(=O)CSc1nc(-c2cccs2)cc(C(F)(F)F)n1 | 3 | / | / | -9 | 3 | / | -2 | 13
COc1ccc(S(=O)(=O)N2CCCC(C(=O)NCCc3ccccc3)C2)cc1 (configuration not stated) | -4 | -9 | / | -3 | / | -5 | -1 | 1
Cc1cc(C)cc(NC(=O)CCn2ccnc2C)c1 | 3 | / | / | 4 | 1 | / | -2 | -4
Cc1cccc(-c2ccc([C@H]3[C@H](CO)N4CCCCN(Cc5cccnc5)C[C@@H]34)cc2)c1 | 4[16.7 µM] | 9 | / | -2 | 6 | 3 | 0 | 7
CC1(C(=O)Nc2ccc3c(c2)OCCO3)CCC(=O)N1CCOc1ccccc1 (configuration not stated) | 5 | -5 | -0.1 | 1 | -4 | 0 | 2 | -9
CC(C)(C)S(=O)N1Cc2cc(C(=O)NCc3ccc4c(c3)OCO4)nc(-c3cccc(-c4cc5ccccc5o4)c3)c2[C@H]1CCO (some centres not stated) | / | -13 | 0.3 | / | -22 | 0 | / | /
COc1ccc(OC)c2c1sc(=NC(=O)C1CC1)n2C | 11 | 5 | 2.3 | / | / | 1 | / | /
Cc1noc(C)c1NC(=O)N(C)C[C@@H]1Oc2ccc(NC(=O)Cn3cnnn3)cc2C(=O)N([C@@H](C)CO)C[C@@H]1C | -1[16.7 µM] | -10 | 103* | 0 | 1 | 1 | 0 | 9
O=C(/C=C/c1ccccc1Cl)Nc1ccc2c(c1)C(=O)NC2=O | 8 | -74 | -0.1 | 0 | -4 | / | -1 | 1
CN1C(=O)CC(N2CCN(Cc3ccc(Cl)cc3)CC2)C1=O (configuration not stated) | -7 | / | / | -3 | 4 | / | 0 | 14
COc1cccc(NC(=O)CN(C)C(=O)CSCC(=O)Nc2ccc(C)cc2)c1 | 5 | -34 | 0.5 | -3 | 0 | 1 | -1 | -9
CC(=O)O[C@H]1CC[C@@]2(C)[C@@H](CC[C@H]3[C@@H]4CC[C@H](C(C)O)[C@@]4(C)CC(=O)[C@@H]32)C1 (some centres not stated) | -4 | -9 | -0.2 | 9 | 7 | -3 | -6 | -3
C[C@H]1CN([C@@H](C)CO)C(=O)Cc2cc(NC(=O)Cc3cn(C)c4ccccc34)ccc2O[C@@H]1CN(C)CC1CCCCC1 | 1[16.7 µM] | -14 | 1.9 | 1 | 3 | -2 | 0 | 0
[2H]C([2H])(CCOS(N)(=O)=O)c1ccccc1 | -1 | -21 | / | -4 | 8 | 3 | 6 | -2
O=C1C2CC=C(Cl)CC2C(=O)N1c1ncn[nH]1 (configuration not stated) | -2 | / | / | 11 | 5 | / | -1 | -2
CCOC(=O)C1(P(=O)(c2ccc(Cl)cc2)c2ccc(Cl)cc2)CCC1 | -1 | / | / | 3 | -17 | / | 2 | 0
CN1CCN(C(=O)C2CCCCC2C(=O)O)CC1 (configuration not stated) | -2 | 0 | 0.0 | 2 | -2 | / | 2 | -7
CCC(C(=O)OC)n1cnc2c(nnn2-c2ccc(C)cc2)c1=O (configuration not stated) | -3 | -7 | / | 1 | 16 | -5 | 0 | 1
Cc1ccc(-n2nnc(-c3ccnc4ccccc34)n2)cc1 | -5 | -16 | 0.1 | 1 | / | 1 | -2 | 0
CCOC(=O)c1c(NC(=O)c2ccc(S(=O)(=O)N3CCOCC3)cc2)sc2c1CC(C)(C)NC2(C)C | / | -13 | 0.0 | 5 | / | 11 | 2 | 3
Cc1nnc(Cc2ccco2)c2n[nH]c(C)c12 | -1 | -115 | -1.8 | 2 | -3 | 4 | -19 | -18
COc1ccc(CN(CC(=O)NC2CCCC2)C(=O)CN2C(=O)COc3ccccc32)cc1 | / | -6 | -0.2 | 0 | / | -1 | -2 | 11
C[C@@H]1CN([C@@H](C)CO)C(=O)c2cc(NS(C)(=O)=O)ccc2O[C@H]1CN(C)Cc1ccc(-c2ccccc2)cc1 | -10[16.7 µM] | -7 | 0.1 | 2 | -1 | 0 | 2 | -8

Quoted from the results shown (12 entries):
SMILES | miR-122 sensor | RAD52 inh | E-selectin induc | PglD inh | PGC1a acetyl inh | ERAP1 inh | Cneo AK release | RAD54 inh
O=C(/C=C/c1ccccc1Cl)Nc1ccc2c(c1)C(=O)NC2=O | 8 | -74 | -0.1 | 0 | -4 | / | -1 | 1
CN1C(=O)CC(N2CCN(Cc3ccc(Cl)cc3)CC2)C1=O (configuration not stated) | -7 | / | / | -3 | 4 | / | 0 | 14
COc1cccc(NC(=O)CN(C)C(=O)CSCC(=O)Nc2ccc(C)cc2)c1 | 5 | -34 | 0.5 | -3 | 0 | 1 | -1 | -9
CC(=O)O[C@H]1CC[C@@]2(C)[C@@H](CC[C@H]3[C@@H]4CC[C@H](C(C)O)[C@@]4(C)CC(=O)[C@@H]32)C1 (some centres not stated) | -4 | -9 | -0.2 | 9 | 7 | -3 | -6 | -3
C[C@H]1CN([C@@H](C)CO)C(=O)Cc2cc(NC(=O)Cc3cn(C)c4ccccc34)ccc2O[C@@H]1CN(C)CC1CCCCC1 | 1[16.7 µM] | -14 | 1.9 | 1 | 3 | -2 | 0 | 0
[2H]C([2H])(CCOS(N)(=O)=O)c1ccccc1 | -1 | -21 | / | -4 | 8 | 3 | 6 | -2
O=C1C2CC=C(Cl)CC2C(=O)N1c1ncn[nH]1 (configuration not stated) | -2 | / | / | 11 | 5 | / | -1 | -2
CCOC(=O)C1(P(=O)(c2ccc(Cl)cc2)c2ccc(Cl)cc2)CCC1 | -1 | / | / | 3 | -17 | / | 2 | 0
CN1CCN(C(=O)C2CCCCC2C(=O)O)CC1 (configuration not stated) | -2 | 0 | 0.0 | 2 | -2 | / | 2 | -7
CCC(C(=O)OC)n1cnc2c(nnn2-c2ccc(C)cc2)c1=O (configuration not stated) | -3 | -7 | / | 1 | 16 | -5 | 0 | 1
Cc1ccc(-n2nnc(-c3ccnc4ccccc34)n2)cc1 | -5 | -16 | 0.1 | 1 | / | 1 | -2 | 0
CCOC(=O)c1c(NC(=O)c2ccc(S(=O)(=O)N3CCOCC3)cc2)sc2c1CC(C)(C)NC2(C)C | / | -13 | 0.0 | 5 | / | 11 | 2 | 3

Next section:
SMILES | miR-122 sensor | RAD52 inh | E-selectin induc | PglD inh | PGC1a acetyl inh | ERAP1 inh | Cneo AK release | RAD54 inh
C=CCN=C1N[C@@H](c2cccc(C(F)(F)F)c2)C(C(=O)OC)=C(C)N1CC | 2 | -4 | 0.3 | 6 | 3 | -3 | -2 | 6
CN(C(=O)C1CCOC1)c1nnc(C2CCOC2)s1 (configuration not stated) | 4 | / | / | 2 | 7 | / | -3 | -6
CN1C2=C(C#N)C(c3ccccc3)(C(F)(F)F)NC(=O)N2c2ccccc21 (configuration not stated) | -7 | -9 | / | -2 | / | 1 | -2 | 1
COc1ccccc1NC(=O)Cc1nc(=O)[nH]c(=O)[nH]1 | -13 | 0 | -0.1 | 1 | 5 | 4 | 3 | 0
CC1(C)NC(=O)N(CC(O)CN(c2ccccc2)S(=O)(=O)c2ccccc2)C1=O (configuration not stated) | / | 2 | / | 3 | / | 0 | 0 | -10
COC(=O)[C@H]1[C@H](CO)[C@H]2Cn3c(ccc(-c4ccccc4)c3=O)[C@H]2N1Cc1cccc(F)c1 | -5[16.7 µM] | -16 | 0.5 | 3 | / | -13 | -2 | 5
CC1CCCCC12NC(=O)N(CC(=O)OCC(=O)NC(=O)c1ccccc1)C2=O (configuration not stated) | / | -12 | 2.7 | -4 | / | -1 | 0 | -4
COc1ccc(CCNC(=O)COC(=O)c2ccc(Br)o2)cc1 | -3 | / | / | -2 | 7 | / | 1 | 2
C[C@@H]1CCCCO[C@H](CN(C)C(=O)c2ccccc2)[C@H](C)CN([C@H](C)CO)C(=O)c2cc(NS(=O)(=O)c3cccs3)ccc2O1 | -1[16.7 µM] | -24 | / | 1 | / | 1 | -2 | -5
O=C1OC(Nc2ccc(Br)cn2)c2ccccc21 (configuration not stated) | -5 | / | / | -3 | 2 | / | 2 | -4
CCc1sc(C(=O)N(CCCOC)c2c(N)n(CC(C)C)c(=O)[nH]c2=O)cc1C | -3 | -4 | 0.0 | -3 | -5 | -2 | 1 | -1
O=C(Nc1cc(Cl)cc(Cl)c1)N1CCCN(Cc2ccccc2)CC1 | 0 | -45 | 0.5 | -3 | 6 | 2 | 0 | 1
C[C@H](CO)N1C[C@H](C)[C@@H](CN(C)S(=O)(=O)c2ccccc2)Oc2c(NS(=O)(=O)c3ccc(F)cc3)cccc2C1=O | 6 | -1&-24 | -0.4&0.1 | 3 | 5 | -2&1 | -1 | -4
Cn1nc(C(C)(C)C)cc1C(=O)N1CCCCC1c1cc(C(=O)NCc2ccc(F)cc2)no1 (configuration not stated) | -1 | -18 | -0.2 | 2 | 8 | -2 | 1 | 2
O=C(NC(=S)N1CCN(C/C=C/c2ccccc2)CC1)c1c(F)cccc1F | / | -10 | 3.9 | 15 | / | -1 | 5 | 2
COc1ccccc1N1CCN(C(=O)COc2cccc3ccccc23)CC1 | -2 | -5 | -0.1 | 0 | -3 | -6 | -1 | 3
CCOCCc1nn2c(=O)cc(CSCC(=O)Nc3ccccc3)nc2s1 | -2 | -10 | / | 3 | 43 | -1 | -1 | -4
C[C@H](CO)N1C[C@H](C)[C@H](CN(C)C(=O)C2CCC2)Oc2ncc(-c3ccccc3F)cc2C1=O | 51[16.7 µM] | 19 | / | 4 | 5 | -1 | 0 | 1
COc1ccc(CCNc2ncnc3c2nnn3Cc2ccccc2)cc1 | -3 | -10 | / | 0 | -17 | 1 | -1 | 0
NC1=NC2(CCCCCC2)n2c(nc3ccccc32)N1 | 10 | / | / | 1 | -17 | / | 4 | 3
COc1cc(Cl)c(C)cc1NC(=O)c1ccc2c(c1)OCO2 | 7 | -4 | / | -2 | 1 | 0 | 6 | -9
CCn1c(/N=C/c2ccc(OC)cc2O)nc2ccccc21 | -1 | -20 | 0.2 | -6 | / | 0 | 0 | 12
C[C@H](NC(=O)C1CC(=O)N(c2ccc3c(c2)OCCO3)C1)C(=O)NC1CCCC1 (some centres not stated) | -6 | -4 | -0.1 | -2 | -1 | 0 | -1 | -4
Cc1cccc(C)c1NC(=O)C(c1ccccc1)N1CCC2(CC1)OCCO2 (configuration not stated) | 6 | 1 | / | 1 | -1 | 2 | 0 | -4

Source: PubChem BioAssay (Broad Institute)
